Screening results (PubChem)
M. tuberculosis – growth inhibition of non-replicating M. tuberculosis (AID 488890); Mycobacterium tuberculosis non-replicating, growth inhibition; higher % means a stronger effect; hit rate 0.39% among 320,000; one-dose inhibition, % at 25 µM; IC50 in µM for titrated hits; in the data active = a potency from the dose series; inconclusive = inhibition mostly from about 82% at the one dose, without a potency; inactive = the rest, 99 in 100 with inhibition below about 76%;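 note: plate controls were DMSO cells for no effect and high antibiotic wells for full effect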
influenza NS1A – H1N1 influenza NS1A inhibitors, functional cell based assay (AID 504329) | one-dose inhibition, % at 12.5 µM; IC50 in µM for titrated hits | NS1A functional cell-based assay, percent inhibition; higher % means a stronger effect | hit rate 0.3% among 340,000; in the data active = a potency from the dose series; inconclusive = inhibition above about 27% without an active follow-up result; note: strong numbers were not always called active
Salmonella PhoP GFP – PhoP regulon inhibitors, Salmonella typhi PhoP promoter GFP reporter, confirmatory (AID 1850). Salmonella Typhi PhoP-promoter GFP reporter, fluorescence, 4 h; higher % means a stronger effect. hit rate 0.33% among 310,000. one-dose inhibition, % at 50 µM; IC50 in µM for titrated hits; in the data active = a potency from the dose series; inconclusive = inhibition mostly from about 25% at the one dose, without a potency; inactive = the rest, 99 in 100 with inhibition below about 19%;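 note: 0% = induced wells with vehicle and 100% = uninduced wells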
VEEV TC-83 Vero – inhibitors of VEEV TC-83 cytopathic effect, confirmation, Vero cells (AID 588727); inhibition, % at 20 µM; hits with a dose series show IC50 in µM; Vero cells, VEEV TC-83 cytopathic effect inhibition; higher % means a stronger effect; hit rate 0.13% among 350,000; in the data active = a potency from the dose series; inconclusive = inhibition mostly from about 14% at the one dose, without a potency; inactive = the rest, 99 in 100 with inhibition below about 12%; note: strong numbers were not always called active
H37Rv inhibition – M. tuberculosis growth inhibition, HTS (AID 449762) | hit rate 0.59% among 330,000 | inhibition, % at 25 µM, or IC50 in µM where a hit was titrated | M. tuberculosis H37Rv growth inhibition, 7H9 media; higher % means a stronger effect; in the data active = a potency from the dose series; inconclusive = inhibition above about 70% without an active follow-up result;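 note: bacterial growth assessed after seven days of incubation; strong numbers were not always called active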
VEEV TC-83 Vero 10K pilot screen – recorded beside VEEV TC-83 Vero, whose call it bears; inhibition, %; measured here: 10K pilot screen inhibition
* = called active by the depositor; i = inactive; ? = inconclusive; . = no result given.

SMILES | M. tuberculosis | influenza NS1A | Salmonella PhoP GFP | VEEV TC-83 Vero | H37Rv inhibition | others
CC(C)CNC(=O)c1cc(-c2ccco2)on1 | 68% | -1% | 3% | 1.8% | -7%
Cc1cc(C)cc(NS(=O)(=O)c2ccc3[nH]c(=O)[nH]c3c2)c1 | 18% | -1% | -5% | 6.5% | -2%
COc1ccccc1/C=N\NC(=O)c1c(C)nc2ccc(Cl)cn12 | -10% | -4% | 0% | 1.3% | 0%
COC(=O)c1ccccc1NC(=O)Nc1c(C)n(C)n(-c2ccccc2)c1=O | -2% | -4% | -10% | 1.2% | 8%
O=C(/C=C/c1ccc(Cl)c(C(F)(F)F)c1)N1CCN(c2ccccn2)CC1 | 0% | 7% | 11% | 3.0% | -3%
COc1ccc(N(C(=O)c2ccncc2)S(=O)(=O)c2cccc([N+](=O)[O-])c2)cc1 | -6% | -2% | -4% | 0.8% | 13%
COc1ccccc1NS(=O)(=O)c1ccc(C(=O)N2CCCCCCC2)cc1 | . | -5% | . | i | 6%
O=C(COc1ccc2ccccc2c1)N1CCN(C(=O)c2cccnc2)CC1 | 11% | 7% | -10% | 2.9% | -8%
CCOC(=O)C1=C(C)Nc2ccc(C)cc2S1 | -17% | 4% | -9% | 0.9% | -8%
Cc1cc(NC(=O)CCCSc2nc(-c3ccco3)cc(C(F)(F)F)n2)n(-c2ccccc2)n1 | 14% | -37% | -11% | 7.4% | -4%
N#CN=C1CCCCCN1CC(N)=O | -3% | 5% | -7% | 1.1% | 3%
Cc1ccc(C(=O)O/N=C(\N)c2ccccn2)cc1 | -17% | 9% | -7% | 1.4% | -4%
Cc1c(C(=O)NC2CCN(Cc3ccccc3)C2)oc2c(Cl)cccc12 (stereo not given) | 26% | 10% | 3% | i | 3%
O=S(=O)(NCCC1=CCCCC1)c1cccc(S(=O)(=O)N2CCOCC2)c1 | 10% | 6% | 10% | 1.3% | -2%
Cc1oc2c(c1C(=O)c1ccccc1)C(=O)C(=O)c1ccccc1-2 | 69% | 10% | -6% | i | 8%

Ordered by SMILES length (largest number first): some entries from above
SMILES | M. tuberculosis | influenza NS1A | Salmonella PhoP GFP | VEEV TC-83 Vero | H37Rv inhibition | others
O=C(/C=C/c1ccc(Cl)c(C(F)(F)F)c1)N1CCN(c2ccccn2)CC1 | 0% | 7% | 11% | 3.0% | -3%
O=S(=O)(NCCC1=CCCCC1)c1cccc(S(=O)(=O)N2CCOCC2)c1 | 10% | 6% | 10% | 1.3% | -2%
O=C(COc1ccc2ccccc2c1)N1CCN(C(=O)c2cccnc2)CC1 | 11% | 7% | -10% | 2.9% | -8%
CCOC(=O)C1=C(C)Nc2ccc(C)cc2S1 | -17% | 4% | -9% | 0.9% | -8%

Going on with the list:
SMILES | M. tuberculosis | influenza NS1A | Salmonella PhoP GFP | VEEV TC-83 Vero | H37Rv inhibition | others
CN1CCCC(OC(=O)c2cccc(Br)c2)C1 (stereo not given) | 7% | -7% | 2% | i | -2%
O=C(Nc1ccccc1Sc1ccccc1)c1ccccc1F | 31% | -5% | 6% | 2.4% | 8%
N/C(=N\OC(=O)CCCOc1ccccc1)c1ccncc1 | 70% | 0% | -6% | i | 12%
COc1ccc(S(=O)(=O)NC2(C(F)(F)F)NC(=O)N(CCc3ccc(OC)c(OC)c3)C2=O)cc1 (stereo not given) | -6% | -4% | -1% | 1.3% | 17%
O=C(CCc1cccc(Cl)c1)N1CCCC(Nc2ccccc2)C1 (stereo not given) | 25% | -1% | 4% | i | 2%
O=P(O)(c1ccccc1)c1ccccc1O | -13% | 0% | 5% | 0.4% | -4%
Cn1cnc([N+](=O)[O-])c1Sc1ncnc2nc[nH]c12 | 37% | 0% | 6% | i | 4%
COC(=O)Cn1cc(C(=O)OC)cc(Br)c1=O | -22% | -4% | -4% | 0.8% | -2%
Cc1ccc(-n2nc3c(c2NC(=O)C2CC2)CS(=O)(=O)C3)cc1 | 7% | -5% | -1% | 0.1% | 4%
C=CCN=c1scc(-c2ccco2)n1/N=C/c1ccc(O)c(O)c1O | 0% | -10% | 7% | i | 4%
CC(Oc1ccc(Br)cc1Br)C(=O)NC1CCCC1 (stereo not given) | 27% | . | 2% | . | -1%
COc1ccc(S(=O)(=O)N2CCC(N3CCN(c4ccccc4OC)CC3)CC2)cc1 | 9% | -14% | 6% | 1.1% | 2%
COCC1CCCCN1C(=O)CCCn1nnnc1CN1CCC(C)CC1 (stereo not given) | -12% | -8% | -6% | 3.3% | -7%
O=C(CN1CCCCCC1)N1c2ccccc2Sc2ccc(C(F)(F)F)cc21 | 19% | 3% | 8% | i | 14%
COc1ccc(CC(=O)N2CC(=O)N(CCc3ccccc3)C(=O)C2)cc1 | -6% | -1% | -4% | i | -11%
COc1ccc(C(C)=O)cc1COC(=O)CCC(=O)c1cccs1 | 58% | -3% | . | 1.8% | 6%
COc1ccc(-n2c(Cc3cccn3C)nnc2SCC(=O)Nc2nc(C)cs2)cc1 | 11% | 4% | 4% | 0.4% | -4%
C/C(=N\NC(=O)c1cc(C)oc1C)c1ccc2ccccc2c1 | -7% | -7% | -14% | 2.7% | 7%
COc1ccc2no[n+]([O-])c2c1 | ? | . | -4% | . | ?
CC1=C/C(=N\NC(=O)c2ccccc2)CC1 | -5% | 10% | -4% | i | 7%
c1ccc(-c2nc(NCc3cccnc3)c3ccccc3n2)cc1 | 13% | 16% | -1% | 0.9% | 64%
Cc1ccc(/C=C2\C(=O)NC(=S)N(c3cccc(F)c3)C2=O)o1 | 11% | -9% | -12% | 3.5% | 5%
Cc1ccc(C)c(S(=O)(=O)N2CCCC2CNC(=O)C(=O)NCc2cccs2)c1 (stereo not given) | 24% | -14% | 9% | 3.0% | 4%
N#C/C(=C/c1cccc(O)c1)C(=O)NCc1ccc(Cl)cc1 | 12% | 3% | 17% | 4.9% | 9%
COC(=O)Cc1ccc(OC(=O)C2CCN(S(=O)(=O)c3ccc(OC)c(OC)c3)CC2)cc1 | 15% | -15% | . | 0.2% | 17%
CC(O)CNc1nc2ccccc2n1CC(=O)N1CCN(Cc2ccccc2)CC1 (stereo not given) | -2% | -6% | 1% | 0.8% | -9%
CCOC(=O)c1cc(-c2ccc(/C=C3/C(=O)NC(=O)C(C#N)=C3C)o2)ccc1Cl | 74% | 9% | -10% | 1.8% | -13%
Fc1ccc(NC(=S)Nc2cc(-c3ccccc3)[nH]n2)cc1Cl | ? | 7% | 35% | 3.9% | 46%
N#CC1(NC(=O)COC(=O)c2cc(O)c3ccccc3c2O)CCCCC1 | 2% | 6% | -7% | 2.8% | 51%
CC1CCN(C(=S)c2cccc([N+](=O)[O-])c2)CC1 | 5% | 3% | -16% | 0.9% | -3%

6 records drawn at random from those above, as already listed:
SMILES | M. tuberculosis | influenza NS1A | Salmonella PhoP GFP | VEEV TC-83 Vero | H37Rv inhibition | others
COc1ccccc1/C=N\NC(=O)c1c(C)nc2ccc(Cl)cn12 | -10% | -4% | 0% | 1.3% | 0%
COc1ccc2no[n+]([O-])c2c1 | ? | . | -4% | . | ?
COc1ccc(C(C)=O)cc1COC(=O)CCC(=O)c1cccs1 | 58% | -3% | . | 1.8% | 6%
CC(O)CNc1nc2ccccc2n1CC(=O)N1CCN(Cc2ccccc2)CC1 (stereo not given) | -2% | -6% | 1% | 0.8% | -9%
COC(=O)Cn1cc(C(=O)OC)cc(Br)c1=O | -22% | -4% | -4% | 0.8% | -2%
CCOC(=O)c1cc(-c2ccc(/C=C3/C(=O)NC(=O)C(C#N)=C3C)o2)ccc1Cl | 74% | 9% | -10% | 1.8% | -13%

(further entries)
SMILES | M. tuberculosis | influenza NS1A | Salmonella PhoP GFP | VEEV TC-83 Vero | H37Rv inhibition | others
Cc1c(C(=O)N(C)c2ccccc2Cl)cnn1-c1ccccc1 | 16% | 0% | -2% | 1.7% | 6%
COc1cc(C2C(C#N)=C(C)NC3=C2C(=O)c2ccccc23)cc(OC)c1OC (stereo not given) | -12% | 7% | 1% | 2.5% | 3%
O=C(O)c1c2c(nc3ccc(Cl)cc13)CCC2 | -3% | -4% | 1% | 0.8% | 0%
CC(Sc1n[nH]c(N)n1)C(=O)Nc1cccc2ccccc12 (stereo not given) | 11% | 2% | . | 0.5% | -2%
COCCCNC(=O)CNC(=O)c1nn(-c2ccc(OC)cc2)c(=O)c2ccccc12 | 2% | -8% | 8% | 0.7% | -9%
Clc1ccc(-c2cc(CN3CCCCC3)no2)cc1Cl | 62% | -7% | 21% | i | 0%
Cc1ccc(-c2ccc(/C=N/n3cnnc3)o2)cc1Cl | 18% | 3% | -8% | i | ? | VEEV TC-83 Vero 10K pilot screen=4.1
Cc1cccc(OCC(=O)Nc2ccc3c(C)cc(=O)oc3c2)c1 | -18% | -12% | 0% | i | -12%
CN1CCN(S(=O)(=O)c2cccc(C(=O)Oc3ccc(C(C)(C)C)cc3)c2)CC1 | 42% | 15% | -6% | 3.1% | 8%
O=C(Nc1ccc([N+](=O)[O-])cc1)Nc1ccc(OC(F)F)c(Cl)c1 | ? | 1% | 15% | ? | 2.8µM*
CCOC(=O)N1CCC(Nc2c(-c3ccc(C)cc3)c(=O)c2=O)CC1 | -3% | -71% | 3% | 2.8% | 3%
O=C(NC(=S)NNS(=O)(=O)c1ccccc1)c1cccnc1 | -9% | 1% | 11% | 2.3% | 0%
CN(C)c1ccc(P(=O)(Nc2ccccc2)N2CCOCC2)c(NC(=O)c2cccs2)c1 (stereo not given) | -6% | 3% | 7% | 1.2% | 2%
CCOC(=O)N1CCN(S(=O)(=O)c2c(C)[nH]c(=O)[nH]c2=O)CC1 | -2% | 3% | -6% | i | -7%
Nc1nnnn1/N=C/c1ccc(N2CCCCC2)c([N+](=O)[O-])c1 | 28% | 3% | -2% | 2.1% | -30%
Cc1ccc(S(=O)(=O)N2CCCN(S(=O)(=O)c3ccc(C)cc3)CC2)cc1 | 2% | -1% | -1% | 0.8% | -2%
Cc1cccc(NC(=O)CN2CCN(C(=O)c3ccc(OCc4cn5ccccc5n4)cc3)CC2)c1C | 24% | -11% | . | 7.5% | -7%
COc1ccc(OC)c(N2C(=O)CC(Cc3ccc(Cl)cc3)C2=O)c1 (stereo not given) | 15% | 10% | -1% | 3.1% | -4%
CS(=O)(=O)N(CC(=O)NCCSc1ccc(Cl)cc1)c1ccc2c(c1)OCO2 | 6% | -4% | -7% | 0.9% | 10%
COc1ccc(NC(=O)c2ccc(CNS(=O)(=O)c3cccc(OC)c3)cc2)cc1 | 3% | 1% | -9% | 1.4% | 8%
O=C(N/N=C/c1ccc(N2CCOCC2)cc1)c1cccs1 | -6% | -4% | 1% | 6.9% | ?
CCCCC(CC)CNC(=O)c1ccc2c(c1)OCO2 (stereo not given) | 79% | -2% | 18% | i | 0%
CC(=O)N(C)c1ccc(NC(=O)c2ccc([N+](=O)[O-])cc2Cl)cc1 | -13% | -1% | -3% | 0.9% | -21%
CC(Sc1nncs1)C(=O)Nc1ccc(Cl)cn1 (stereo not given) | 1% | 7% | 0% | 0.9% | 5%
Cn1c(-c2ccc(C#N)cc2)c(C#Cc2ccccc2)c2ccccc21 | . | -6% | . | 0.7% | .
